TDP1 cell noCPT – qHTS for Inhibitors of human tyrosyl-DNA phosphodiesterase 1 (TDP1): qHTS in cells in absence of CPT. DT40 Tdp1-/- hTDP1 cells, no CPT, ATP luminescence, 48 h. 15% of 420,000 active. Potency, µM (highest dose often 46.2 µM), inactives show at the top dose activity change, negative = growth inhibition, most hits filed as inhibitors; active = well fitted inhibition curve with a large enough effect; inconclusive = small, poorly fitted or top-dose-only effect; note: nearly all actives have a fitted effect of over 55% in size
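Stably hTDP1-transfected Tdp1-null chicken DT40 cells were treated with library compounds minus camptothecin and grown for at least 48 hr at 37 °C, after which cellular ATP was quantified by luminescence.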
Active calls of the source: *; ? = inconclusive. % is set by controls: 0 for no effect and ±100 for the full control effect; potency is the fitted concentration of half-maximal effect. This is a subset. The share of hits here may be higher or lower than overall.

SMILES | TDP1 cell noCPT
O=C(Nc1ccc(F)c(Cl)c1)c1cc(C2CCCN(C(=O)C3CC3)C2)on1 (configuration not stated) | ?
COc1ccc([C@H]2C[C@H](O)[C@@H](n3cc(C4CC4)nn3)CN2C(=O)c2cccs2)cc1 | 5.7%
Cc1ccc(F)c(S(=O)(=O)NC(=O)C2(C)CCN2C(=O)Cc2ccc(Cl)cc2Cl)c1 (configuration not stated) | 2.3%
CCCNC(=O)C1(C)CCCN(Cc2noc(-c3c(C)noc3C)n2)C1 (configuration not stated) | -28.0%
O=C1c2ccccc2CCC12OC2c1ccc([N+](=O)[O-])cc1 (configuration not stated) | ?
CCOC(=O)c1c(-c2ccccc2)oc2ccc(NS(=O)(=O)c3cc(C)c(C)cc3C)cc12 | 10.3µM*
CNc1ncnc2c1ncn2[C@H]1CN(Cc2ccc(Cl)cc2)C[C@@H](CO)O1 | -29.4%
COc1cc2cc(C(=O)NCCc3c[nH]c4ccccc34)c(N)nc2cc1OC | 16.4µM*
CCN1CCN(Cc2ccc(NC(=O)c3ccc(C)c(NC(=O)c4cncc(-c5cccs5)c4)c3)cc2C(F)(F)F)CC1 | 1.64µM*
COc1cc(NC(=O)CCc2c(C)noc2C)c(C(=O)O)cc1OC | -23.3%
Cc1n[nH]c(=S)n1/N=C/c1ccc(-c2ccc(Cl)cc2)o1 | -3.5%
Cc1ccc(C(=O)Nc2cccc(C(=O)NC3CCCCC3)c2)cc1 | ?
O=c1c2ccccc2oc2cc(-c3ccc4[nH]ccc4c3)ccc12 | 2.06µM*
O=C(NCc1ccncc1)C1Cc2c(-c3ccc(Cl)cc3)ccnc2O1 (configuration not stated) | ?
c1ccc(-c2nn3c(-c4ccccc4)nnc3o2)cc1 | ?
CCCCN(C(=O)COc1ccc(F)cc1)c1c(N)n(CC(C)C)c(=O)[nH]c1=O | -18.7%
CC(C)C[C@@H](CN1CCC[C@@H]1CN1C(=O)C(=O)NC[C@@H]1Cc1ccccc1)N1C[C@H](Cc2ccc(O)cc2)N(CC2CCCCC2)C(=O)C1=O | ?
COc1ccc(NC(=O)c2sc3nc4c(cc3c2N)CCCCCC4)cc1Cl | ?
C[C@H]1CN([C@@H](C)CO)C(=O)c2cc(C#CC3(O)CCCC3)cnc2O[C@H]1CN(C)C(=O)C1CC1 | -27.4%
CCN(CC(=O)Nc1ccc(OC)cc1)C(=O)C1CC(=O)N(Cc2ccccc2)C1 (configuration not stated) | -17.1%
O=C(C[C@H]1C[C@@H]2c3cc(NS(=O)(=O)c4ccccc4)ccc3O[C@@H]2[C@H](CO)O1)NC1CCCC1 | -26.4%
CCN(CC(=O)Nc1ccc(OC)cc1)CC(=O)Nc1cccc(S(=O)(=O)N2CCOCC2)c1 | ?
Cc1nc(Nc2ccc(Cl)c(Cl)c2)sc1C(/C=C/c1ccc2c(c1)OCO2)=NNc1ccc([N+](=O)[O-])cc1[N+](=O)[O-] | -27.6%
NS(=O)(=O)c1ccc(S(=O)(=O)c2ccccc2)nc1 | -18.3%
O=c1nc2sc3ccccc3n2c(=O)n1-c1ccc(Cl)c(Cl)c1 | 10.3µM*
Nc1[nH]c(C(=O)c2ccccc2)c(-c2cccc3ccccc23)c1C(=O)NCc1ccccc1 | 23.1µM*
O=C(CCN1CCCCC1)N1CCc2c([nH]c3ccccc23)C1c1cccnc1 (configuration not stated) | -8.4%
COc1ccccc1CCNC(=O)CSCC(=O)Nc1ccccc1F | -14.3%
O=C(Nc1cccc(C(F)(F)F)c1)c1ccc(-c2ccc(F)c(F)c2)c2ccoc12 | ?
CC(=O)c1nn(-c2cccc(C)c2)cc1C(=O)c1cccc(Br)c1 | -20.7%
CC(C)=CCC[C@H](C)CC1Cc2[nH]c(=S)[nH]c(=O)c2C(c2ccc(F)cc2)O1 (some centres not stated) | ?
CCCCCCN1CCN(C2CN(Cc3ccc(C)cc3)S(=O)(=O)C2)CC1 (configuration not stated) | ?
Cc1ccc(-c2nc(N3CCCC(C)C3)c3ccccc3n2)cc1 (configuration not stated) | ?
Cc1cccnc1C(NC(=O)C1CCN(Cc2ccc(Cl)cc2)CC1)c1ccc(F)cc1 (configuration not stated) | 20.6µM*
COc1ccc(C(=O)NCC(C)NC(=O)c2ccc(OC)c(Br)c2)cc1Br (configuration not stated) | ?
[O-]C(=C(C(=S)Nc1cccc2ccccc12)[n+]1ccccc1)c1ccc2c(c1)OCCO2 | ?
COc1cccc(C=Cc2nccc3ccccc23)c1OC | 16.4µM*
COc1cc(C)ccc1S(=O)(=O)NC(=O)C1(C)CCN1C(=O)Cc1ccccc1Cl (configuration not stated) | 1.7%
COC(=O)C1=CN(c2ccc3c(c2)OCO3)C(N)=C(C#N)C1c1ccc(-c2ccccc2)cc1 (configuration not stated) | 6.51µM*
Fc1cccc(Cc2c(-c3cccc(Br)c3)nc3ccc(Cl)cn23)c1 | ?
CC(C)NC(=O)Nc1ccc2c(c1)C(=O)N([C@H](C)CO)C[C@H](C)[C@@H](CN(C)C(=O)NC(C)C)O2 | 0.2%
CCc1nc2ccc(C(=O)N(C)Cc3ccco3)cn2c1N(C)Cc1ccc(OC)cc1 | ?
Cc1cn([C@H]2C[C@H](O)[C@@H](CCC(=O)NCC(c3ccccc3)c3ccccc3)O2)c(=O)[nH]c1=O | 16.4%
Cc1[nH]c2ccccc2c1C(=O)C(=O)NCc1ccncc1 | -16.7%
CN(C)c1c(Cl)cc(/C=C2\C=Cc3ccccc32)cc1Cl | ?

Rewritten as a markdown table: entries from further up
| compound | TDP1 cell noCPT |
| --- | --- |
| O=C(Nc1cccc(C(F)(F)F)c1)c1ccc(-c2ccc(F)c(F)c2)c2ccoc12 | ? |
| CC(=O)c1nn(-c2cccc(C)c2)cc1C(=O)c1cccc(Br)c1 | -20.7% |
| CC(C)=CCC[C@H](C)CC1Cc2[nH]c(=S)[nH]c(=O)c2C(c2ccc(F)cc2)O1 (some centres not stated) | ? |
| CCCCCCN1CCN(C2CN(Cc3ccc(C)cc3)S(=O)(=O)C2)CC1 (configuration not stated) | ? |
| Cc1ccc(-c2nc(N3CCCC(C)C3)c3ccccc3n2)cc1 (configuration not stated) | ? |
| Cc1cccnc1C(NC(=O)C1CCN(Cc2ccc(Cl)cc2)CC1)c1ccc(F)cc1 (configuration not stated) | 20.6µM* |
| COc1ccc(C(=O)NCC(C)NC(=O)c2ccc(OC)c(Br)c2)cc1Br (configuration not stated) | ? |
| [O-]C(=C(C(=S)Nc1cccc2ccccc12)[n+]1ccccc1)c1ccc2c(c1)OCCO2 | ? |
| COc1cccc(C=Cc2nccc3ccccc23)c1OC | 16.4µM* |
| COc1cc(C)ccc1S(=O)(=O)NC(=O)C1(C)CCN1C(=O)Cc1ccccc1Cl (configuration not stated) | 1.7% |
| COC(=O)C1=CN(c2ccc3c(c2)OCO3)C(N)=C(C#N)C1c1ccc(-c2ccccc2)cc1 (configuration not stated) | 6.51µM* |
| Fc1cccc(Cc2c(-c3cccc(Br)c3)nc3ccc(Cl)cn23)c1 | ? |
| CC(C)NC(=O)Nc1ccc2c(c1)C(=O)N([C@H](C)CO)C[C@H](C)[C@@H](CN(C)C(=O)NC(C)C)O2 | 0.2% |
| CCc1nc2ccc(C(=O)N(C)Cc3ccco3)cn2c1N(C)Cc1ccc(OC)cc1 | ? |

(more compounds)
SMILES | TDP1 cell noCPT
CN1CCN(c2ncnc3c2ncn3[C@H]2CN(Cc3ccccc3)C[C@@H](CO)O2)CC1 | -23.3%
COc1ccc(-c2cc(NC=O)c3ncc(-c4ccc(OC)c(OC)c4)n3c2)c(OC)c1 | 0.0326µM*
CC1=C(C(=O)N(C(C)C)C(C)C)CC(CC(=O)NCC2CCCCC2)C(=O)N1Cc1ccc(F)cc1 (configuration not stated) | 18.4µM*
COc1ccc(CN2C(=O)C(CC(=O)NCCCN(C)C)CC(C(=O)N3CCOCC3)=C2C)cc1 (configuration not stated) | 4.9%
COc1ccc(-c2ccc(C(=O)Nc3ccc(Cl)cc3)c3occc23)c(C)c1 | ?
COc1ccc(NC(=O)/C(N=Nc2cccc(S(=O)(=O)Nc3ccc(SC(F)F)cc3)c2)=C(\C)O)cc1 | -19.8%
CC1(C(=O)NS(=O)(=O)Cc2ccccc2)CCN1C(=O)c1ccc(C2CCCCC2)cc1 (configuration not stated) | -8.4%
Cc1nc2cc(-c3cccs3)[nH]n2c(=O)c1C | ?
COc1ccc2c(c1)Cc1cc(NC(=O)c3ccccc3-c3ccccc3C(=O)O)ccc1-2 | -1.0%
CCOC(=O)C1=CCC2C(=O)N(C3CCCCC3)C(=O)C12 (configuration not stated) | -14.6%
CC1CCN(S(=O)(=O)c2ccc3c(c2)C(Cl)(Cl)C(=O)N3)CC1 | 16.4µM*
F[B-](F)(F)c1cc2cc(Br)ccc2s1 | -20.8%
CCc1nc2ccc(C(=O)N3CCCC(C(N)=O)C3)cn2c1N(CCC(C)C)CCN(C)C (configuration not stated) | -8.2%
Cc1cc(=O)n2c3c(c4c(cc13)c(CN(C)C)cc(=O)n4C)OC2 | 6.51µM*
CCCS(=O)(=O)NC(=O)C1(C)CCCN(C(=O)c2cncc(Br)c2)C1 (configuration not stated) | -5.5%
CC(OC(=O)C1=COCCO1)C(=O)NC1CCCC(C)C1C (configuration not stated) | -1.5%
CCOC(=O)[C@]12CCCC=C1N(Cc1ccc(Cl)cc1Cl)C(=O)[C@H](CC(=O)N1CCN(C(=O)C3CC3)CC1)C2 | ?
O=C1CSC(=S)N1Cc1cccs1 | 18.4µM*
COc1ccc(C=NN=C2c3ccccc3-c3ccccc32)cc1O | ?
C[C@H](CO)N1C[C@H](C)[C@H](CN(C)S(=O)(=O)c2ccccc2)OCc2cnnn2CCCC1=O | -11.8%
C[C@H](NC(=O)c1ncn2c1C(=O)N[C@@H](C)C2)C(=O)OC(C)(C)C | -9.8%
O=C(Nc1ccccn1)C1CCN(C(=O)c2ccc(Cl)cc2)CC1 | 6.9%
CCN(CC)CC(=O)c1c(C)n(C)c2ccc(OC)cc12 | 3.0%
CCOC(=O)C1(C)CCCN(C(=O)c2ccccc2)C1 (configuration not stated) | -6.8%
CCOC(=O)C1(C)CCN1C(=O)c1ccc(OC)c(F)c1 (configuration not stated) | -5.8%
Cc1ccc(OCCCn2c(-c3ccc(Cl)cc3)nc3ccccc3c2=O)cc1C | -12.5%
CC1(c2nnc(Cc3ccccc3)o2)CC(c2ccc(C#N)cc2)=NO1 (configuration not stated) | ?
CC(C)C[C@H]1CN(CCCC[C@H]2CNC(=O)C(=O)N2Cc2ccccc2)C(=O)C(=O)N1CCc1ccc(O)cc1 | -11.0%
CCc1nc2ccc(C(=O)NCCCn3ccnc3)cn2c1N(C)CCCc1ccccc1 | ?
C/C(=N\NC(=O)c1nnn(-c2nonc2N)c1CSc1ccc(C)cc1)c1cccnc1 | ?
Cc1ccc(NC2CCCN(C(=O)c3nonc3C)C2)cc1C (configuration not stated) | -25.0%
C(=C\c1ccccc1)/CN1CCN(C(c2cccs2)c2nnnn2C2CCCC2)CC1 (configuration not stated) | ?
CC(C)S(=O)(=O)N1CCCC(c2cc(C(=O)Nc3ccc(F)c(Cl)c3)no2)C1 (configuration not stated) | ?
Cc1ccc2c(c1)S(=O)(=O)N(C)C(c1ccccc1)=C2 | ?
Cc1ccc(OCCCCCCN2CCNCC2)cc1 | 20.6µM*
Cc1ccc(CN2C(=O)C(C)Oc3ccc(C)cc32)cc1 (configuration not stated) | ?
C[N+]1(CC(=O)c2ccc(Cl)cc2)CCOCC1 | -10.6%
C[C@@H]1CN([C@H](C)CO)C(=O)CCCn2cc(nn2)CO[C@H]1CN(C)C(=O)c1cc(-c2ccccc2)on1 | -6.8%
CCc1nc2c(OCc3ccc(C(F)(F)F)cc3)cccn2c1N(C)C(=O)C1CC1 | 23.1µM*
O=C1NC(Cc2ccc(O)cc2)c2nc3cc(Cl)ccc3c(=O)n2-c2cc(Cl)ccc21 (configuration not stated) | ?
CCCS(=O)(=O)NC(=O)C1(C)CCCN(C(=O)c2cccc(C(F)(F)F)c2)C1 (configuration not stated) | -20.1%
O=C1[C@H]2[C@H](C=CC[C@H]2C(=O)N2CCN(c3ccccc3)CC2)CCN1Cc1ccccc1 | 14.1µM*
C[C@H](CO)N1C[C@H](C)[C@H](CN(C)S(=O)(=O)c2cccc(C#N)c2)OCc2cnnn2CCCC1=O | -21.6%
CC1CCCCC12NC(=O)N(CC(=O)Nc1cccnc1)C2=O (configuration not stated) | -2.5%
O=C1C2CC=CCC2C(=O)N1c1nccs1 (configuration not stated) | -0.7%
COc1ccc(NC(=O)c2sc(=O)n(Cc3ccc(SC)cc3)c2C)cc1OC | ?
CCOC1=C2[C@H](c3ccccc3F)N(S(=O)(=O)c3ccc(C)cc3)C[C@H]2n2c(=O)n(-c3ccccc3)c(=O)n2C1 | -8.4%
CCO/C(C)=N/Oc1cncnc1 | -0.6%
C[C@H]1CN([C@@H](C)CO)C(=O)CCCn2cc(nn2)CO[C@@H]1CN(C)C(=O)CCC(F)(F)F | ?
O=C1c2ccccc2C(=O)c2c(/C=C/N3CCCCC3)ccnc21 | 10.3µM*
CC(C)C1Cc2[nH][nH]c(=O)c2C(C2CC2)O1 (configuration not stated) | -18.1%
NCC(=O)NCC(=O)NC1(C(=O)O)CCCC1 | -2.4%
Cc1cc(C(=O)Nc2ccncc2)c(C)o1 | ?
Nc1ccc2c(c1)CCC2=O | -1.8%
Cn1ccc2c(N3CCCCC3)cc3c(c21)C1CCC3O1 (configuration not stated) | -21.7%
COC(=O)c1ccc(CN(c2ccc(OC)cc2)S(=O)(=O)c2ccccc2)cc1 | 13µM*
COc1ccc2c(c1)CO[C@@]21O[C@H](CCO)C[C@H](O)[C@H]1O | -2.8%
COc1ccc(-c2coc3c(C(=O)NC(C)C)cccc23)c(C)c1 | ?
CC1(C)Cc2c(C#N)c(SCC(=O)O)nc(N3CCOCC3)c2CO1 | -5.4%
COC(=O)C[C@@H]1C[C@@H]2c3cc(NC(=O)Cc4ccncc4)ccc3O[C@@H]2[C@@H](CO)O1 | 6.3%
Cc1cccc(N2CCN(C(=O)c3cc4c(=O)[nH]c5ccccc5c4n3C)CC2)c1C | 18.4µM*
N#CCCCC1(CCCC#N)OCCO1 | -7.8%
